Vif-APOBEC3G blk: qHTS for Inhibitors of Vif-A3G Interactions: qHTS | HeLa A3G-eYFP + Vif (tagged APOBEC3G with the HIV-1 protein that degrades it), YFP fluorescence, overnight | Potency, µM (series often up to 46.1 µM), without a hit: at the highest dose activity, negative = active, usual class: inhibitors | 410,000 compounds, 0.076% hits;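 note: potency is the fitted concentration of half-maximal effect; % is set by controls: 0 for no effect and ±100 for the full control effect; nearly all actives have a fitted effect of over 60% in size; hits raise eYFP signal because A3G escapes Vif-driven loss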
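Read-out is eYFP fluorescence (Ex 488/Em 500-530) from Vif-expressing HeLa A3G-eYFP cells; more signal means A3G escaped Vif-mediated degradation. Cells plated overnight, compound pinned in, incubated overnight at 37 deg C.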
IDH1 R132H inh: qHTS for Inhibitors of mutant isocitrate dehydrogenase 1 (IDH1): qHTS; Isocitrate dehydrogenase [NADP] cytoplasmic (Homo sapiens), O75874; Potency, µM (highest dose often 76.6 µM), for the others: top-dose activity change, negative = inhibition, actives largely listed as inhibitors; 390,000 compounds, 0.093% hits; AID 602179, 2012; IDH1-R132H enzyme, NADPH consumption, diaphorase/resazurin fluorescence; note: potency is the fitted concentration of half-maximal effect; % is set by controls: 0 for no effect and ±100 for the full control effect; nearly all actives have a fitted effect of over 65% in size
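IDH1-R132H (0.5 ug/mL dispensed) in pH 7.5 Tris buffer was preincubated 30 min with compound, then given a substrate mix of 0.016 mM NADPH and 2 mM alpha-KG for 80 min at room temperature; remaining NADPH was read by diaphorase/resazurin fluorescence.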
Glioma ERSR ind: qHTS for Inducers of the Endoplasmic Reticulum Stress Response (ERSR) in Human Glioma: qHTS. 420,000 compounds, 0.02% hits. U87-MG GRP78 promoter luciferase reporter, 16 h. Potency, µM, for inactives: top-dose activation, hits mostly activators; note: potency is the fitted concentration of half-maximal effect; series mostly up to about 76 µM; % of control where 0% means no effect; nearly all actives have a fitted effect of over 35% in size
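Stably transfected U87-MG glioma cells carrying a GRP78-based luciferase sensor; 16 h compound incubation. Luminescence end-point read 10 min after Bright-Glo addition at room temperature.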
USP1 inh: Inhibitors of USP1/UAF1: Primary Screen; recombinant USP1/UAF1, Ub-Rhodamine cleavage fluorescence; Potency, µM (doses to about 57.1 µM), inactives show at the highest dose activity change, negative = inhibition, hits mostly inhibitors; 390,000 compounds, 0.23% hits; note: potency is the fitted concentration of half-maximal effect; % is set by controls: 0 for no effect and ±100 for the full control effect; nearly all actives have a fitted effect of over 60% in size; inactives centre near -12
Target sequence (O94782 whole entry, looked up): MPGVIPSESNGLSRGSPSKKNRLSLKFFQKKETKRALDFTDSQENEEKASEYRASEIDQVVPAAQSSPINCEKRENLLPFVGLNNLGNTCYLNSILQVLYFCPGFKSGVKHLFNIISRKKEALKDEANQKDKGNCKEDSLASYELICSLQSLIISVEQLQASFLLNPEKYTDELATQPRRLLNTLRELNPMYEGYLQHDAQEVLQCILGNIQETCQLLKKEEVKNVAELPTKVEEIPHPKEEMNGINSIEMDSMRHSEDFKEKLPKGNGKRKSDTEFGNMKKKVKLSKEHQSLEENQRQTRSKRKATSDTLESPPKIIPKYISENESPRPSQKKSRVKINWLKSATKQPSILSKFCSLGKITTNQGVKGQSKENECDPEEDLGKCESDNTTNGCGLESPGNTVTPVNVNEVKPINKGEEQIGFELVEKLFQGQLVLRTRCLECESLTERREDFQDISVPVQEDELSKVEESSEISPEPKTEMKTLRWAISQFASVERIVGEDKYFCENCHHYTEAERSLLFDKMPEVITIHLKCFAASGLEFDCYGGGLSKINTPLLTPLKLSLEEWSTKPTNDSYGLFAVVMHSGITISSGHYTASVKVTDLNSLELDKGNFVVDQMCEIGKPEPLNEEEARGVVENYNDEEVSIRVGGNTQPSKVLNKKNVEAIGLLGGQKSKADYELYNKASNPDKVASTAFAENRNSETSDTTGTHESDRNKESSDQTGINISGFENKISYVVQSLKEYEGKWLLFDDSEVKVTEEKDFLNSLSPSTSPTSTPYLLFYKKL
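High-throughput fluorogenic screen: 1nM USP1/UAF1 complex, Ub-Rho substrate 150nM final, 50mM HEPES pH 7.8 with 0.5mM EDTA, 0.1 mg/ml BSA, 1mM TCEP and 0.01% Tween-20.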
rTrxR1 inhibitor: qHTS Assay for Inhibitors of Mammalian Selenoprotein Thioredoxin Reductase 1 (TrxR1): qHTS | recombinant rTrxR1, NADPH fluorescence consumption, selenite substrate | Potency, µM (series often up to 114 µM), for the others: at the highest dose activity change, negative = inhibition, most hits filed as inhibitors | 390,000 compounds, 1% hits | Thioredoxin reductase 1, cytoplasmic (Rattus norvegicus), O89049; note: potency is the fitted concentration of half-maximal effect; % is set by controls: 0 for no effect and ±100 for the full control effect; nearly all actives have a fitted effect of over 65% in size
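Rat TrxR1 (90 nM in the dispensed reagent) was pre-reduced with 400 uM NADPH for 5 min at room temperature, then incubated with compound for 15 min. After 400 uM selenite was added, NADPH fluorescence (Ex 340/Em 450 nm) was followed for 8 min.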
TrxR1 substrate: qHTS Assay for Substrates of Mammalian Selenoprotein Thioredoxin Reductase 1 (TrxR1): qHTS. Thioredoxin reductase 1, cytoplasmic (Rattus norvegicus), O89049. purified TrxR1 substrate turnover, NADPH consumption readout. Potency, µM (series often up to 114 µM), for the others: at the top dose activity change, negative = substrate turnover. 390,000 compounds, 0.01% hits; note: potency is the fitted concentration of half-maximal effect; % is set by controls: 0 for no effect and ±100 for the full control effect; nearly all actives have a fitted effect of over 50% in size
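Rat TrxR1, dispensed at 90 nM, was prereduced with 400 uM NADPH (final) for 5 min at ~22 deg C, then incubated with compound 15 min before 400 uM selenite. A first-read NADPH fluorescence drop versus no-compound background flagged substrates.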
Vif-A3F inh: qHTS for Inhibitors of Vif-A3F Interactions: qHTS | AID 602313, 2012 | Potency, µM (series often up to 46.1 µM), for the others: at the top dose activity, negative = active | HeLa A3F-eYFP + Vif (tagged APOBEC3F with the HIV-1 protein that degrades it), YFP fluorescence increase | 390,000 compounds, 0.2% hits; note: potency is the fitted concentration of half-maximal effect; % of control where 0% means no effect; nearly all actives have a fitted effect of over 65% in size
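HeLa cells stably expressing A3F-eYFP plus Vif, plated and incubated overnight at 37 deg C, then exposed to compounds overnight at 37 deg C. Blocked degradation read as raised yellow fluorescence (Ex 488/Em 500-530).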
RGS4 inh: Inhibitors of Regulator of G Protein Signaling (RGS) 4: qHTS; Regulator of G-protein signaling 4 (Homo sapiens), P49798; Transcreener GDP fluorescence polarization, RGS4-accelerated GTP hydrolysis; Potency, µM (highest dose often 114 µM), for the others: top-dose activity change, negative = inhibition, most hits filed as inhibitors; 390,000 compounds, 0.039% hits; note: potency is the fitted concentration of half-maximal effect; % is set by controls: 0 for no effect and ±100 for the full control effect; nearly all actives have a fitted effect of over 75% in size; some results filed as inactive show a strong effect at the top dose
Target sequence (P49798 whole entry, looked up): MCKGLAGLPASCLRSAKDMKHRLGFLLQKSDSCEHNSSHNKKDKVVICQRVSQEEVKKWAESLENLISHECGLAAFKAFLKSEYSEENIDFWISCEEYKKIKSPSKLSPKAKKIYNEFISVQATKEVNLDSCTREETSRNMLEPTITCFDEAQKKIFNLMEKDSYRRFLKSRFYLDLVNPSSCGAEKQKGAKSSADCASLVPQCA
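MLSMR compounds (23 nl, pin-transferred) preincubated 10 min at room temperature with a 500nM (2x) first reagent, then RGS4 at 900nM (2x) plus Transcreener GDP mix added; fluorescence polarization (620/688 nm) read before and after 90 min at 30 °C.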
LDHA inh: qHTS assay for inhibitors of human lactate dehydrogenase. L-lactate dehydrogenase A chain (Homo sapiens), P00338. purified LDHA, NADH/diaphorase-resazurin fluorescence; hits give low values. activity change, % (values are at about 110 or 230 µM). 480,000 compounds, 0.15% hits. AID 1347041, 2019; in the data active = activity change below about -30%; inconclusive = mostly about -25% to -30%;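 note: plate controls were DMSO wells for no effect and wells without enzyme for full effect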
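Human LDH5 (2 nM) was incubated with 0.06 mM NADH and 0.2 mM pyruvate for 5 min at room temperature in Tris pH 7.4. Remaining NADH was coupled through diaphorase/resazurin, and resorufin fluorescence was read at 0 and 20 min.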
An asterisk follows results filed as active; ? = inconclusive; . = no result given; [ ] = another dose, or the depositor's remark. Unless noted, calls come from the whole dose curve; as a rule, active = well fitted curve in the direction sought with a large enough effect; inconclusive = small, poorly fitted or top-dose-only effect, or another doubt; inactive = no such curve, though single readings can be large; an effect the other way counts as inactive or inconclusive. This is a subset, so the mix of outcomes need not match the whole.

SMILES	Vif-APOBEC3G blk	IDH1 R132H inh	Glioma ERSR ind	USP1 inh	rTrxR1 inhibitor	TrxR1 substrate	Vif-A3F inh	RGS4 inh	LDHA inh
COc1ccc(C(=O)NCC(=O)N2CCNC(=O)C2)cc1OC	3%	-11%	-4%	-10%	1%	-2%	-4%	5%	-13
c1ccc2c(c1)Oc1ccccc1S2	-1%	-1%	-2%	-10%	19%	5%	-3%	-1%	-3
O=C(NCc1ccco1)C(c1ccccc1F)N(Cc1cccnc1)C(=O)Cn1nnc2ccccc21 (stereo not given)	-5%	2%	-3%	3%	17%	9%[57.1 µM]	1%	4%	-3
Cc1nn(Cc2ccccc2Cl)c(C)c1NC(=O)C1C2CCC(O2)C1C(=O)O (stereo not given)	3%	6%	-2%	5%	18%	3%	-25%	23%	0
Cn1c(=O)n(Cc2ccccc2)c(=O)c2c1nc(NCC1CCCO1)n2Cc1ccccc1 (stereo not given)	1%	6%	0%	-5%	8%	-5%	-11%	11%	-1
Cc1cccc(-c2nc(CCNC(=O)c3ccccc3Br)cs2)c1	-6%	15%	-2%	-10%	11%[57.1 µM]	6%[57.1 µM]	-3%	-31%	1
CC(C)(C)C(=O)Nc1ccc(-c2cnco2)cc1	-1%	5%	-1%	-22%	-6%[57.1 µM]	-1%[57.1 µM]	-4%	4%	-9
Cc1ccc(NC(=O)CN(C)C(=O)CSc2nnc(C)s2)cc1	0%	8%	-5%	-20%	4%[2.29 µM]	9%[57.1 µM]	5%	12%	-7
COC(=O)[C@H](CCSC)NC(=O)Nc1cccc(C)c1C	5%	17%	-2%	0%	2%[57.1 µM]	-3%	1%	14%	-2
CCN(C[C@H]1N[C@@](Cc2ccccc2)(C(=O)OC)[C@H]2C(=O)N(C)C(=O)[C@@H]12)S(=O)(=O)c1ccc(OC)cc1	-2%	26%	-3%	-13%	15%	0%	1%	9%	0
c1ccc(NC2=NCCN2CC2CCCCCC2)cc1	-2%	1%	-5%	-16%	4%	3%	-3%	0%	0
CC(=O)N1CCC(N(Cc2ccc(C)o2)C(=O)Nc2cccc(C(F)(F)F)c2)CC1	4%	14%	-2%	?	-11%	-5%	0%	-10%	-3
COc1cccc(/C=C/C(=O)OCC(=O)NCc2ccco2)c1OC	-5%	1%	4%	-23%	28%	8%	?	4%	-4
CC(C)(C)NC(=O)CN(CCN1CCOCC1)C(=O)CNS(=O)(=O)c1ccc(Cl)cc1	0%	-4%	-3%	-23%	-3%	-9%	0%	2%	1
CCc1ccc(CN(C)C(=O)c2cc(S(=O)(=O)N3CCOCC3)ccc2N2CCCC2)cc1	-17%	4%	-2%	-25%	0%	1%	-15%	-16%	-3
Cc1ccc(CNC(=O)c2ccc(N3CCC4(CC3)CC(c3cccc(Br)c3)=NO4)c(NC(=O)c3ccccc3)c2)cc1	-5%	4%	-7%	-2%	23%[57.1 µM]	15%[57.1 µM]	8%	-8%	-5
Cc1ccsc1C(=O)OCC(=O)Nc1cccc(F)c1	-7%	4%	5%	-23%	15%	4%	1%	-10%	-5
CCOC(=O)N1CCC(NC(=O)c2ccc(CS(=O)(=O)c3c(Cl)cccc3Cl)o2)CC1	1%	7%	-6%	-21%	2%	0%	0%	-2%	2
COCCC(=O)N1CCC(n2nccc2NC(=O)c2ccccc2C)CC1	1%	-2%	3%	-23%	-1%	-5%	2%	-32%[56.9 µM]	-5
COC(=O)C(CCCCN1C(=O)C2C3C=CC(C3)C2C1=O)N1C(=O)C2C3C=CC(C3)C2C1=O (stereo not given)	3%	2%	-4%	-19%	-9%	-9%	1%	28%	2

A portion of the results above, for reference:
SMILES	Vif-APOBEC3G blk	IDH1 R132H inh	Glioma ERSR ind	USP1 inh	rTrxR1 inhibitor	TrxR1 substrate	Vif-A3F inh	RGS4 inh	LDHA inh
COc1ccc(C(=O)NCC(=O)N2CCNC(=O)C2)cc1OC	3%	-11%	-4%	-10%	1%	-2%	-4%	5%	-13
c1ccc2c(c1)Oc1ccccc1S2	-1%	-1%	-2%	-10%	19%	5%	-3%	-1%	-3

Other structures:
SMILES	Vif-APOBEC3G blk	IDH1 R132H inh	Glioma ERSR ind	USP1 inh	rTrxR1 inhibitor	TrxR1 substrate	Vif-A3F inh	RGS4 inh	LDHA inh
COc1ccc(CCN(C)C(=O)CCc2nnc(-c3ccccc3)o2)cc1OC	-2%	0%	3%	-19%	?	-9%	-9%	7%	-5
O=C(Nc1ccc(F)cc1F)N1CCCC(c2nc(-c3ccc(F)cc3)no2)C1 (stereo not given)	0%	-5%	4%	-11%	26%	-5%	-1%	4%[11.4 µM]	-6
O=C(/C=C/c1ccccc1)OCN1C(=O)c2ccccc2C1=O	-1%	0%	-2%	-1%	19%	-1%	4%	-11%	-18
Cc1ccc(-c2nc(C(=O)NC3CCCCCC3)no2)cc1	-1%	-7%	5%	4%	-3%[57.1 µM]	-7%[57.1 µM]	1%	?	-4
Cc1ccccc1NC(=O)CCn1nc(-c2ccc(Cl)cc2)c2ccccc2c1=O	-5%	?	-3%	-23%	0%	-6%	-2%	-12%	-21
COc1ccccc1C1/C(=C(/O)c2ccc(C)cc2)C(=O)C(=O)N1CCN1CCOCC1 (stereo not given)	-7%	4%	3%	-21%	-23%	-3%	1%	-6%	-7
COc1ccc(C2/C=C\CN(C(=O)C3CCCC3)[C@H](Cc3ccccc3)C(=O)N2Cc2ccc(F)cc2)cc1 (stereo not given in full)	0%	6%	-3%	-12%	43%[activator][57.1 µM]	9%[57.1 µM]	0%	-10%	-3
N#CCSc1nnc(CNc2cccc(Cl)c2)o1	1%	1%	-4%	-6%	15%	7%	-6%	-5%	-3
CC(C)(C)Sc1ccc2nc3c(n2c1)CCCC3	0%	2%	-2%	-23%	4%	43%[activator]	1%	-6%	2
Cc1ccc(NC(=O)CCSCCC(=O)Nc2ccc(C)c(C)c2)cc1C	1%	3%	-5%	-7%	3%	-1%	.	14%	-1
COCCSc1ccccc1C(=O)Nc1nncs1	-2%	10%	-1%	-15%	2%	-2%	3%	-17%	-1
COc1ccc(CCNC(=O)CSc2nc3c(c(=O)n(C)c(=O)n3C)n2C(C)C)cc1OC	0%	4%	-3%	-7%	17%	4%	-2%	13%	-8
O=C(Nc1ccccc1)NC1CCCCC1	-1%	8%	-1%	-9%	-12%	-10%	9%	-12%	-1
CCc1cccc(NC(=O)C2CCC(CNS(=O)(=O)c3ccc(Br)s3)CC2)c1 (stereo not given)	0%	-3%	-6%	-14%	-6%	-4%	2%	-47%	4
O=C(COC(=O)Cc1c(F)cccc1Cl)NC(=O)c1ccccc1	1%	4%	-1%	-12%	-11%	-8%	9%	-10%	2
CC(C)Cc1nc2n[nH]c(N)c2c2c1CCC2	2%	3%	-4%	-9%	-10%	-1%	-3%	-31%	-4
Clc1ccc(OCCn2ccnc2)c(Br)c1	0%	0%	-4%	-8%	15%	4%	6%	-17%	-16
COC(=O)Cc1nc2c(N)nc(N)nc2[nH]c1=O	0%	-1%	0%	-15%	-11%[2.29 µM]	222%[57.1 µM]	1%	2%	-7
O=C(COc1nnc2ccccn12)N1CCN(S(=O)(=O)c2ccccc2)CC1	3%	8%	-3%	-9%	9%	97%[activator]	1%	-17%	1
COc1ccc(/C(C)=N/NC(=S)NCc2ccco2)cc1	-5%	-3%	-3%	-10%	-13%	-12%	-8%	-28%	-3
O=C(/C=C/c1cccc([N+](=O)[O-])c1)NCCN1C(=O)S/C(=C\c2cccnc2)C1=O	-29%	4%	4%	-24%	-6%	-1%	-2%	-28%	3
O=C(C[n+]1cc(-c2ccccc2)n2c1CCCCC2)c1ccc(Cl)cc1	-7%	-4%	-4%	-1%	17%	6%	-11%	2%	-3
Cc1cc(C)n(CCC(=O)N/N=C/c2ccc(O)cc2)n1	1%	2%	-5%	-21%	-10%	-5%	-10%	6%	-3
CC1CCCC(C)N1CC(O)COc1ccc(Cl)cc1 (stereo not given)	3%	2%	-3%	-12%	2%	3%	-4%	-17%	-3
Cc1nnc(SCC2=C(C(=O)O)N3C(=O)C(NC(=O)Cn4ncc(Cl)c4C)C3SC2)s1 (stereo not given)	0%	0%	-3%	-11%	22µM*	0%	1%	-40%	0

Single entries from the entries so far:
Cc1ccccc1NC(=O)CCn1nc(-c2ccc(Cl)cc2)c2ccccc2c1=O – TrxR1 substrate: -6%
Cc1nn(Cc2ccccc2Cl)c(C)c1NC(=O)C1C2CCC(O2)C1C(=O)O (stereo not given) – Vif-A3F inh: -25%

High-throughput results: PubChem BioAssay, National Center for Advancing Translational Sciences (NCATS)
